Screening results from PubChem.
CaV13 FRET inh = Primary screen for inhibitors of IQ motif and Ca2+-dependent inactivation inhibitor domain binding in CACNA1D, Förster resonance energy transfer in living cells, …; inhibition, % at 12.3 µM; hit rate 0.098% among 340,000; AID 743397; HEK cells, CFP/YFP FRET ICDI-IQ, plate reader, 10 min; percent FRET-ratio fall versus neutral wells;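 active means mean replicate inhibition of at least 30% and at least 1% of replicates passing that level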;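 further: 0% = median of the neutral control wells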
KKLEB cytotox = cytotoxicity in KKLEB CF airway cells, primary screen, cytotoxicity control for CF NF-kB inhibitor project, cell-based, uHTS, fluorescence assay plates. KKLEB CF airway cells viability, ATPlite luminescence, overnight; hits give low values; cells stimulated with P. aeruginosa culture filtrate. hit rate 0.36% among 360,000. activity change (cytotoxicity), % at 5 µM. AID 602141, 2011;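 active means corrected activity change at or below -50% at 5 µM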
Peg3 promoter = Peg3 promoter-driven luciferase inhibitors, primary screen, cell-based, HeLa, luciferase luminescence; HeLa PEG-Prom luciferase reporter, overnight; inhibition, % at 20 µM; hit rate 1.7% among 360,000; AID 588405, 2011;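 active means inhibition of at least 50% at 20 µM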
NR2E3 ag-1 = inhibitors of NR2E3-RetCOR corepressor binding, primary screen, NR2E3 agonist project, biochemical, TR-FRET, GST-NR2E3, biotin-RetCOR | hit rate 0.12% among 320,000 | Photoreceptor-specific nuclear receptor (Homo sapiens), Q9Y5X4 | 1536-well | inhibition of corepressor binding, % at 4.78 µM | AID 2300, 2010;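 active means percent inhibition above the cutoff of mean plus 3 SD of all tested compounds, set per screening campaign, cut at about 20% in these data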;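 further: 0% = DMSO wells and 100% = biotin wells as full block of FRET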
Target sequence (Q9Y5X4 whole entry, looked up): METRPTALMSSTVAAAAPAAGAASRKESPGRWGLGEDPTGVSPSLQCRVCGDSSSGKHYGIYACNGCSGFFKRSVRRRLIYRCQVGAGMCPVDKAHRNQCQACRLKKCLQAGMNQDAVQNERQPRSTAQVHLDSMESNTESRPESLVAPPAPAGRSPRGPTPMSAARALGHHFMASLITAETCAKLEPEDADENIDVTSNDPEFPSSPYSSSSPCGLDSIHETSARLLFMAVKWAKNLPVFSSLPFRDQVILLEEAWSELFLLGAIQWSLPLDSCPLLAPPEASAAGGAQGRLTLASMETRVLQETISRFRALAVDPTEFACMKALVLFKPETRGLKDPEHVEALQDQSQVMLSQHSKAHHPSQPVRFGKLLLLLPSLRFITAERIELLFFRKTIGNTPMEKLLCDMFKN
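System: GST-NR2E3 and biotin-RetCOR proteins; probe or stimulus: 7 nM biotin-RetCOR; doses: compound at 4.8 µM, single dose; schedule: Compound–protein incubation for 5 h at 4 °C; detection: time-resolved FRET; read-out: percent inhibition; controls: biotin wells as high control, 0.6% DMSO wells as low control; format: 1536-well plates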
CF NFkB inh = inhibitors of PAF-induced NF-kB signaling, primary screen, cell-based, GFP fluorescence, uHTS; KKLEB NF-kB-GFP reporter, GFP fluorescence overnight; inhibition, % at 5 µM; hit rate 0.86% among 360,000;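 active means at least 50% inhibition at 5 µM, scaled per plate between neutral and stimulator controls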;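 further: PAF is a Pseudomonas aeruginosa culture filtrate used as stimulus; plate controls were PAF-stimulated DMSO wells for no effect and unstimulated DMSO wells for full effect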
Vif imaging = HIV Vif self-association inhibitors, primary screen, imaging, HEK293T, single point; HEK293T cells, Vif self-association by quenched fluorescence, 24 h; inhibition, % at 7.49 µM; hit rate 0.35% among 340,000; in the data active means inhibition above about 50%, passing the limit was not always enough; further: some results filed as inactive read as strong as hits
HIF-2a block = HIF-2a reporter inhibitors, primary screen, luminescence, 786-0 RCC cells. 786-0 RCC cells HIF-2a reporter, luciferase luminescence, overnight. inhibition, % at 18.8 µM. hit rate 0.72% among 360,000. AID 624352, 2012;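 active means inhibition of the luminescence signal of 40% or more relative to plate controls, in a single-dose primary screen at 18.75 µM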
Shn3 inh set2 = reduction of Shn3 3'UTR firefly luciferase signal, primary screen, Schnurri-3 inhibitor project, cell-based, Clone20 osteoblasts, set 2 | Clone20 osteoblast Shn3 3'UTR firefly luciferase, 24 h | AID 588674, 2011 | hit rate 0.52% among 360,000 | inhibition, % at 12.5 µM;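 active means mean inhibition of at least 75% with every replicate also reaching 75%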;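 further: 0% = median of neutral control wells and 100% = pilot-screen positive control compound; some compounds past the cut are filed as inactive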
TRPM1 prom inh = inhibitors of MITF-dependent TRPM1 promoter reporter, primary screen, cell-based, SK-MEL-5, single point, luciferase; SK-MEL-5 TRPM1 promoter luciferase, 24 h; inhibition, % at 12.5 µM; hit rate 0.83% among 330,000;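 active means mean inhibition across replicates of 60% or more, whatever share of single replicates reaches that level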; further: values of inactives mirror those of a sister screen read the other way
NR2E3 ag-2 = NR2E3 agonists in two-hybrid cells, primary screen, cell-based, luminescence, CHO-S, Gal4-NCOR/VP16-NR2E3; luciferase; inhibition of corepressor binding, % at 3.98 µM; hit rate 0.35% among 360,000; AID 602229, 2012;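 active means inhibition above the mean of all tested compounds plus 3 SD, cut at about 70% in these data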;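 further: 0% = DMSO with NR2E3 transfected cells and 100% = cells lacking NR2E3 construct; higher means lower luciferase signal from less NR2E3 corepressor binding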
PDI inh = inhibitors of human PDI, primary screen, biochemical, turbidity, single point, plate reader; AID 588391, 2011; hit rate 0.052% among 350,000; PDI insulin aggregation turbidity, A650, 90 min; inhibition, % at 10 µM; Protein disulfide-isomerase (Homo sapiens), P07237;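 active means mean inhibition across replicates of 30% or more, whatever share of single replicates reach that level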;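 further: absorbance from insulin aggregation driven by PDI reduction with DTT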
Target sequence (P07237 whole entry, looked up): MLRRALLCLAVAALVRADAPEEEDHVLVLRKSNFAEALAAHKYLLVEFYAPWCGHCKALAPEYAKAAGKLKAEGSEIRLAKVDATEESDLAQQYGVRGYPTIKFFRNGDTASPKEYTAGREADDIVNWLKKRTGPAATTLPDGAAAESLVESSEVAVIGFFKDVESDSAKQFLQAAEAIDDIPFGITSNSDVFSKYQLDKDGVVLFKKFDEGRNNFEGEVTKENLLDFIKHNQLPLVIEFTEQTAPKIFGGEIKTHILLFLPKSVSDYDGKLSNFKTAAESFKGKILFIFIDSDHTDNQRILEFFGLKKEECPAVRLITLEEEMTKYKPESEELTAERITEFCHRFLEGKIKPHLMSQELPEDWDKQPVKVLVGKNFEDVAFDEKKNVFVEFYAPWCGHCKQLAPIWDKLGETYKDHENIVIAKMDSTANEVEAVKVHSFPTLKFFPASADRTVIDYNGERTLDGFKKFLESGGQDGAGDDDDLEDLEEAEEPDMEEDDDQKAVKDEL
Numbers without * were called inactive; x = no result given.

SMILES	CaV13 FRET inh	KKLEB cytotox	Peg3 promoter	NR2E3 ag-1	CF NFkB inh	Vif imaging	HIF-2a block	Shn3 inh set2	TRPM1 prom inh	NR2E3 ag-2	PDI inh
Cc1ccn2c(NCc3ccc4c(c3)OCO4)c(-c3ccc(O)cc3)nc2c1	-7	-4	-12	-1	-9	-9	-12	-22	-21	-29	4
COc1ccc(CCCCCCOCc2ccccc2)cc1	-4	9	-13	-18	-22	-2	1	-5	2	7	-1
CCc1ccc(C(=O)CN(C#N)c2nc(C)cc(C)n2)cc1	-4	-6	18	6	17	1	-109	6	-5	-12	-3
COc1ccc(S(=O)(=O)N(CC(=O)O)c2ccccc2)cc1	-8	2	12	4	-2	-4	-1	-4	14	22	-2
CC(=O)c1sc2c(c1OC(=O)c1ccc(Cl)cc1Cl)c(=O)n(-c1ccccc1)c(=S)n2-c1ccccc1	-4	-17	80*	8	54*	15	37	-9	63*	-38	-5
O=C1c2ccccc2C(=O)N1c1cccc2ccccc12	-4	4	4	1	-18	-5	9	0	7	9	6
Cc1nc(SCC(=O)c2ccc(F)cc2)n[nH]1	-8	6	-45	0	6	10	-19	-6	-19	-7	0
Cc1ccc(C)c(NC(=O)Cn2nc(C)c3ccccc3c2=O)c1	x	6	10	-4	-8	-14	15	-5	4	3	2
COc1ccc(N=C2S/C(=C\c3cccs3)C(=O)N2CC(C)C)cc1	-5	-7	8	-2	13	0	7	-6	8	6	-4
O=C(O)/C=C\c1cc2c(cc1[N+](=O)[O-])OCO2	10	14	-6	-4	3	-12	7	-21	4	9	1
COC(=O)C1=C(C)NC2=C(C(=O)CC(C)(C)C2)C1c1cnn(C)c1C (stereo not drawn)	-5	-3	8	-1	-17	-2	18	7	-4	-14	1
C=CCC[C@@H](Cc1ccc(F)cc1)C(=O)OC[C@@H]1CCCN1C(=O)[C@@H](CC=C)CC(=O)N(CCO)Cc1ccccc1	-4	-2	24	x	15	-9	9	13	6	-5	4
COC(=O)CN1C(=O)C(C)(C)Oc2ccc(C(=O)Nc3ccccc3F)cc21	-7	-2	-23	-1	2	3	-37	-6	-12	-24	-3
COc1ccccc1NC(=S)N1CCCCCC1	-4	-5	12	-2	-17	-10	0	-14	12	-24	1
CCCOc1cccc(C2/C(=C(/O)c3ccc(OC)cc3)C(=O)C(=O)N2CCN(C)C)c1 (stereo not drawn)	-4	3	5	8	-1	-8	7	10	2	-4	5
COc1ccc2c(c1)OC[C@H]1[C@H]2N2C(=O)CN(CC3CCCO3)C(=O)[C@@]2(C)[C@H]1c1ccccc1 (stereo partly drawn)	-6	-6	7	5	8	1	3	11	-4	8	1
O=C(CN(C(=O)CCC(=O)Nc1ccccn1)c1ccc2c(c1)OCO2)NCc1ccco1	-1	-4	-17	0	17	-4	-20	-18	5	-25	-5
CCn1c(SCC(=O)Nc2cc(C)on2)nnc1-c1ccncc1	x	12	-14	1	2	-5	11	-14	4	3	-1
O=C(CN1C(=O)NC2(CCCC2)C1=O)NCCc1ccc(F)cc1	-5	-1	8	x	-8	-1	6	44	-1	-12	14
O=C1c2cccc3cccc(c23)C(=O)N1CCCc1n[nH]c(=S)n1-c1ccccc1	5	3	-2	-2	4	5	-4	-19	1	8	-2
Nc1ccc(C(=O)Nc2ccc3nc(-c4cccnc4)[nH]c3c2)cc1	x	3	8	-1	24	x	2	-2	-5	1	12
Cn1c(N)c(C(=O)CSc2nnc(C3CC3)n2N)c(=O)n(C)c1=O	-2	1	8	1	-11	-1	6	-2	-5	-10	5
Cn1c(=O)c2cc(S(=O)(=O)NCCC(=O)Nc3ccc(Cl)cc3)ccc2n(C)c1=O	-9	4	-7	1	-5	x	-2	5	10	12	3
Cc1ccc(Cn2c(-c3nonc3N)nc3ccccc32)cc1	x	-6	9	2	19	17	8	-3	0	-13	-6
CCOC(=O)C1=C(c2ccccc2)NC(SCC(N)=O)=C(C#N)C1c1cccnc1 (stereo not drawn)	-3	2	22	0	13	3	29	-12	13	2	-4
CC(OCC(O)CN(C)Cc1nc2ccccc2c(=O)[nH]1)c1ccc(Cl)cc1 (stereo not drawn)	-1	-8	-2	-2	-3	-7	18	10	-1	24	0
Cc1ccc(S(=O)(=O)N2CCCSCC2)cc1	-8	7	3	-3	-6	0	13	4	4	3	3
Cc1cccn2c(=O)c(/C=C(\C#N)S(=O)(=O)c3ccccc3)c(N3CCN(C)CC3)nc12	-4	-6	9	1	7	-6	13	-9	8	-23	-2
COC(=O)CSc1nnc(-c2ccc(S(=O)(=O)NCc3cccs3)cc2)o1	-5	-9	-13	0	1	4	21	-30	7	-14	-2
CCSC1=NCCN1S(=O)(=O)c1ccc(NC(C)=O)cc1	-4	-1	-10	2	-6	0	14	7	7	-8	6
CC12CCC(C(=O)N3CCC(Cc4ccccc4)CC3)(C(=O)C1=O)C2(C)C (stereo not drawn)	-7	6	6	2	-13	-4	7	12	0	19	-9
N/C(=N\OC(=O)c1cccc(Cn2cc(C(F)(F)F)ccc2=O)c1)c1ccc(Cl)cc1	-19	6	28	3	-2	-5	-20	15	13	4	2
CC(C)[C@H](NC(=O)c1ccccc1)C(=O)OCC(=O)N1CCN(C(=O)c2ccco2)CC1	9	-2	12	1	-12	-4	8	-11	0	3	-2
CN(C)CCCn1c2c(c(SCC(=O)Nc3nccs3)nc1=O)CCC2	-7	22	-16	5	-9	x	22	-9	5	-36	-1
COc1cccc(NC(=O)C2CCN(S(=O)(=O)c3ccccc3)CC2)c1	x	-5	3	2	4	1	5	-22	-10	-28	16
CCN(CC)S(=O)(=O)c1cccc(NC(=O)c2cncc(Br)c2)c1	-1	-3	16	0	1	-5	-8	12	-3	-18	5
CCOc1ccc(NC2=CC(=O)CCC2)cc1	-9	5	11	6	-7	18	-7	-11	-9	-11	-1
COc1ccc(C)cc1NC(=O)C1CCCCC1C(=O)O (stereo not drawn)	-4	-2	14	0	-1	3	0	-11	4	-5	-2
COc1ccc(C2CC(c3ccc4ccccc4c3)=NN2C(=O)CN2CCC(C(N)=O)CC2)cc1 (stereo not drawn)	-6	-12	-162	-3	10	14	-227	-40	-79	-73	9
CC(C)(C)c1ccc(C(=O)Nn2c(CCC(=O)O)ccc2-c2cccs2)cc1	-7	5	6	3	13	6	4	-12	11	-3	-9
COC(=O)c1ccc(N2C(=O)C3CC(C)=C(C)CC3C2=O)cc1 (stereo not drawn)	-6	-1	-3	3	-4	14	7	-4	4	-49	-3
Cc1ccc(C)c(/C=N/Nc2ccccn2)c1	-19	3	-113	-3	-24	2	-178	-40	-7	-28	-2
CN(/N=C/c1cc([N+](=O)[O-])ccc1O)c1ccccc1	-4	9	-175	2	-14	2	-160	-51	-27	-50	16
O=C(NC1CCCCCCC1)C1CCN(c2nc3ccccc3o2)CC1	-9	-10	26	1	-4	-8	6	39	14	-1	3
Cc1cc(C)n(C(=O)c2ccc(C)c(F)c2F)n1	-15	-1	-7	0	6	-2	9	43	0	4	-16
CCOC(=O)c1c(C2CCN(C(=O)OCC)CC2)nc2ccccn12	-6	2	-6	2	11	-9	3	-10	0	2	-29
CCOC(=O)C1=C(COC(=O)/C=C/c2cccc(Cl)c2)NC(=O)NC1C (stereo not drawn)	-6	-16	-12	-2	24	-3	-15	-9	-5	-12	6
Cc1ccc(CNCc2ccco2)cc1	-11	1	15	x	4	-5	13	-7	0	-9	3
COc1cccc2sc(NNC(=O)COc3ccccc3)nc12	-4	-13	27	-1	-20	28	6	-19	1	2	2
Cc1cccc(NC(=O)c2ccc(S(=O)(=O)N(C)c3ccccc3)cc2)n1	-5	5	-9	x	-15	-34	-44	38	-1	15	0
Cn1cc(C(=O)N2CCN(C(=O)c3ccco3)CC2)c2c3ccccc3n(C)c2c1=O	-6	-12	17	-1	9	-3	23	7	-1	-16	-11
COc1ccc(NC(=O)NCCCN2CCCC2=O)cc1	-2	16	-20	4	6	7	-40	-20	-9	-27	x
CCOC(=O)c1sc(SC)c2c1CCCC2=O	-10	-13	4	2	1	15	6	11	8	11	-5
CCOC(=O)C1CCN(C(=O)c2ccc(N3CCCC3=O)cc2)CC1	-7	-24	0	2	-11	-2	-5	0	-9	-49	-1
OC[C@@H]1[C@@H](c2ccc(Cl)cc2)C(c2ccc(F)cc2)=NN1c1ccccc1	-6	-7	85*	x	14	-13	11	22	10	-17	3
O=C(NNC(=O)c1cccs1)c1ccncc1	-4	4	-128	2	-5	-1	-84	-23	4	-8	10
Cc1cc(S(=O)(=O)NCCc2ccccc2)ccc1-n1cnnn1	-2	2	16	3	8	22	4	12	11	-5	3
Cc1cc(C(=O)NN=Cc2ccc(-c3ccc(F)cc3)o2)c(C)o1	-5	6	-27	x	-22	-2	-32	2	-15	-36	3
COc1ccc2oc(=O)cc(CN3CCN(Cc4ccccc4)CC3)c2c1	-6	-17	8	x	2	x	18	4	x	-20	-4
CNC(=S)N/N=C/c1ccco1	-12	3	7	1	-13	9	7	3	2	-4	4
CCc1nc(OCc2ccco2)c2sc3nc4c(cc3c2n1)COC(C)(C)C4	-2	9	4	-1	22	13	-5	13	5	-11	3
CC(C)n1c(SC2CCOC2=O)nc2ccccc21 (stereo not drawn)	-4	5	6	-1	-9	13	17	-5	-2	-12	5

Complete entries, quoted from the list. Screens in order: CaV13 FRET inh	KKLEB cytotox	Peg3 promoter	NR2E3 ag-1	CF NFkB inh	Vif imaging	HIF-2a block	Shn3 inh set2	TRPM1 prom inh	NR2E3 ag-2	PDI inh
Listed for `Cc1cc(C(=O)NN=Cc2ccc(-c3ccc(F)cc3)o2)c(C)o1` = -5	6	-27	x	-22	-2	-32	2	-15	-36	3
Listed for `Cc1ccc(C)c(NC(=O)Cn2nc(C)c3ccccc3c2=O)c1` = x	6	10	-4	-8	-14	15	-5	4	3	2
Listed for `CCc1nc(OCc2ccco2)c2sc3nc4c(cc3c2n1)COC(C)(C)C4` = -2	9	4	-1	22	13	-5	13	5	-11	3
Listed for `O=C(O)/C=C\c1cc2c(cc1[N+](=O)[O-])OCO2` = 10	14	-6	-4	3	-12	7	-21	4	9	1
